hIAP block – human IAP inhibition; purified IAP, CDP-Star luminescence, 30 min; inhibition, % at 10 µM; actives 0.12% (n = 330,000); AID 2544;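 active means inhibition reaching a set limit with compound at 10 µM in the primary screen, cut at about 35% in these data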;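 further: plate controls were DMSO wells with enzyme for no effect and no-enzyme buffer wells for full effect; values of inactives mirror those of a sister screen read the other way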
Target sequence (P09923 whole entry, looked up): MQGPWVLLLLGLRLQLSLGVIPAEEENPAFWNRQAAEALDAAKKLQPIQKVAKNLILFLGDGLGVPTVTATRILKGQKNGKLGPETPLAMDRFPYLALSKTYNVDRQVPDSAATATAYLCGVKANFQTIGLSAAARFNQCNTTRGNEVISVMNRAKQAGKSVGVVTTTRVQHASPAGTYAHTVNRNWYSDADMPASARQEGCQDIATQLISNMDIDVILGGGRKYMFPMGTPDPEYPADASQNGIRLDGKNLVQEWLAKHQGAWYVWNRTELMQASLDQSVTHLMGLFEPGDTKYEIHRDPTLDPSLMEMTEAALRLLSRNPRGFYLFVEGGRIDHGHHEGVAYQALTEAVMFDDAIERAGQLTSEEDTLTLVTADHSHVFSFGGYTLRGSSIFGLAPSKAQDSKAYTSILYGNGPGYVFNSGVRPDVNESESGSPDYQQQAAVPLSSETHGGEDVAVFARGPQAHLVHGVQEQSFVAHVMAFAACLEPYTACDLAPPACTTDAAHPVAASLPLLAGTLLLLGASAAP
TIM10 inh – inhibits growth of TIM10 yeast strain | AID 463195 | inhibition, % at 10 µM | actives 1.4% (n = 330,000) | S. cerevisiae TIM10 strain growth, BacTiter-Glo luminescence, 24 h;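 active means inhibition of 40% or more at the single tested concentration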;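 further: wild-type TIM10 isogenic control strain grown at permissive 25 °C; 0% = DMSO yeast wells and 100% = minimal medium wells without yeast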
tim10-1 inh – inhibits growth of tim10-1 mutant yeast. actives 2.2% (n = 330,000). inhibition, % at 20 µM. S. cerevisiae tim10-1 ts strain growth, BacTiter-Glo, 24 h;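 active means inhibition of at least 40%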;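 further: mutant grown at 25 °C; 0% = DMSO wells with yeast and 100% = wells holding no yeast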
mIAP act – increases mouse intestinal alkaline phosphatase activity; muIAP, CDP-Star luminescence, 30 min; stronger effect = higher value; 1 = vehicle-only enzyme signal, 0 = enzyme-free wells; activation factor at 10 µM; actives 0.24% (n = 330,000);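 active means activation factor of at least 2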; further: the source names both 10 and 20 µM as test concentration; values of inactives mirror those of a sister screen read the other way
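Assay system: mouse IAP enzyme / Compound: DMSO-dissolved test compounds / Timing: 30 min, room temperature / Measured by: luminescence from enzymatic CDP-Star hydrolysis / Control set: DMSO-only wells, enzyme-free buffer wells as negative control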
Apaf-1 inh – blocks human Apaf-1 apoptosome activity; AID 489030; reconstituted apoptosome caspase-3 activity, DEVD-Rh110 fluorescence; O14727; inhibition, % at 20 µM; actives 0.71% (n = 330,000); active means inhibition of at least 40% at 20 µM;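 further: plate controls were DMSO wells for no effect and DEVD-CHO caspase inhibitor wells for full effect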
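Assay system: Apoptosome proteins | Medium: pH 7.5 Hepes buffer with CHAPS, BSA, DTT | Also added: Cytochrome c and DEVD-Rh110 substrate | Times: 30 min plus 50 min, RT | Detection: Rhodamine 110 fluorescence at Ex 480/Em 540 nm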
mIAP block – blocks mouse intestinal alkaline phosphatase. inhibition, % at 10 µM. actives 0.2% (n = 330,000). purified mouse IAP, CDP-Star luminescence, 30 min. AID 2806;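 active means inhibition of at least 40% at 10 µM in the primary screen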;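 further: plate controls were DMSO with enzyme for no effect and no enzyme wells for full effect; values of inactives mirror those of a sister screen read the other way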
ATG4B inhibitor – ATG4B (human) cysteine protease inhibition; ATG4B cleavage of LC3-PLA2, NBD-HPC fluorescence, 1 h; inhibition, % at 8.33 µM; actives 0.51% (n = 340,000); AID 504462; Q9Y4P1; in the data active means inhibition above about 40%
Target sequence (Q9Y4P1 whole entry, looked up): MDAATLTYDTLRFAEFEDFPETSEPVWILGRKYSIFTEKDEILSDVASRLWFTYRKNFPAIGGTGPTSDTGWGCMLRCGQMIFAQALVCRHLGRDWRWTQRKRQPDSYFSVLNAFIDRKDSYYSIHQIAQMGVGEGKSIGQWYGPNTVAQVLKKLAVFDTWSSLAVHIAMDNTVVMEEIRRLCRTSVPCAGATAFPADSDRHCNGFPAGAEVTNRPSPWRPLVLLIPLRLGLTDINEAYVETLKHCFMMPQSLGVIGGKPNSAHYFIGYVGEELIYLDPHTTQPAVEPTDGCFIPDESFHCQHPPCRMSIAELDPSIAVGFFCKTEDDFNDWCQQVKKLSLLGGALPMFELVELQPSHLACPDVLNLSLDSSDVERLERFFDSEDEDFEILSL
NLRP3 yeast inh – NALP3 inhibition in yeast. Yeast reconstituted NLRP3/ASC/caspase-1, beta-gal luminescence, 24 h. inhibition, % at 10 µM. actives 0.39% (n = 330,000);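 active means inhibition of 50% or more; inactive means inhibition below 50%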;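 further: plate controls were induced DMSO wells for no effect and uninduced yeast grown without galactose for full effect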
hIAP activ – increases human intestinal alkaline phosphatase activity; purified human IAP, CDP-Star luminescence, 30 min; stronger effect = higher value; 1 = vehicle-only enzyme, 0 = enzyme-free background; activation factor at 10 µM; actives 0.16% (n = 330,000);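 active means activation factor of the enzyme at least 2-fold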; further: the source names both 10 and 20 µM as test concentration; values of inactives mirror those of a sister screen read the other way
An asterisk follows results filed as active; . = not tested or not shown.

Structure	hIAP block	TIM10 inh	tim10-1 inh	mIAP act	Apaf-1 inh	mIAP block	ATG4B inhibitor	NLRP3 yeast inh	hIAP activ
N/C(=N\OC(=O)CCN1C(=O)c2ccccc2C1=O)c1ccccn1	-10	19	8	1	-8	-5	2	21	1.1
CCCCc1cc2c(s1)CCCC/C2=N/O	21	23	30	0.99	12	0	10	12	0.79
CCOCCn1c(SC)nc2c1c(=O)[nH]c(=O)n2C	-13	5	-5	0.9	-8	10	2	3	1.1
CN1CCc2nc(SCc3ccc(C(C)(C)C)cc3)c(C#N)cc2C1	-34	18	15	0.85	13	15	1	8	1.3
Cn1cc(CCNC(=O)CC2C(=O)NCCN2CC(c2ccccc2)c2ccccc2)cn1 (centres undefined)	-4	16	25	1	-4	-1	-8	-4	1
CCN1CCN(C(=S)Nc2ccc3nc4n(c(=O)c3c2)CCCCC4)CC1	-19	14	30	1	2	-3	-18	4	1.2
COc1ccc(NC(=O)C2C(=O)N(C)C3(C)CC2c2ccccc2O3)cc1 (centres undefined)	2	20	16	0.93	-1	7	17	7	0.98
COc1cccc(CN2CCCC(C(=O)N3CCCCC3)C2)c1OC (centres undefined)	3	0	5	0.95	-12	5	-11	1	0.97
CC(C)NC(=O)N(C)C[C@H]1Oc2c(NC(=O)Nc3ccc(C(F)(F)F)cc3)cccc2C(=O)N([C@H](C)CO)C[C@@H]1C	2	3	8	1	11	0	-16	13	0.98
COC(=O)c1cccc(N2C(=O)C3CC=CCC3C2=O)c1 (centres undefined)	-10	-18	14	1.1	7	-7	4	2	1.1
Cc1ccc(S(=O)(=O)/N=C(/c2ccc(F)cc2)N2CCOCC2)cc1	25	12	6	1	-4	-4	-4	-1	0.75
CC1(C)CCCN(C(=O)N2c3ccccc3Sc3ccccc32)C1	14	13	23	0.97	18	3	0	-9	0.86
CCOc1ccc(CCn2c(-c3ccco3)nc3ccccc3c2=O)cc1OCC	0	-4	23	1	5	-2	-8	9	1
N#Cc1cc(N)c(Nc2ccccc2)cc1C#N	-14	18	29	0.92	-2	8	1	15	1.1
Cc1cccc(CN2CCC(N3CC(C)OC(C)C3)CC2)c1 (centres undefined)	-11	-20	-1	0.74	-2	26	-9	20	1.1
CN(C)CCn1c2c(c(SCC(=O)N3CCc4ccccc43)nc1=O)CCCC2	6	12	1	0.99	11	0	8	13	0.94
CCN(CC)S(=O)(=O)c1cc(NC(=O)CSc2n[nH]c(N)n2)ccc1C	-12	3	-10	0.98	-1	2	4	11	1.1
CC(=O)c1ccc(NS(=O)(=O)Cc2ccc(Cl)cc2)cc1	-30	12	-2	1	2	-4	2	32	1.3
Cc1nn(-c2ccccc2)c(Cl)c1C(=O)N(C)c1nc(-c2ccc(F)cc2)cs1	-13	4	17	0.92	2	8	.	8	1.1
COc1ccc(N(C)C(=O)C2CCN(S(=O)(=O)c3cccc4nonc34)CC2)c(OC)c1	-2	9	29	0.94	4	6	-13	14	1
O=C(Oc1ccc(N(C(=O)c2ccncc2)S(=O)(=O)c2cccs2)cc1)c1ccncc1	-2	23	20	1.1	-11	-7	-10	-1	1
Cc1ccc(S(=O)(=O)N2CCOCC2)cc1NC(=O)CSc1n[nH]c(N)n1	-12	-15	1	1.1	4	-11	-5	-3	1.1
COC(=O)c1c(-n2c(C)cc(C=O)c2C)sc2c1CCCC2	-3	7	28	1	2	-5	15	19	1
CCOC(=O)CCc1c(C)n(CC)c2cc(-c3ccccc3OC)nn2c1=O	0	32	42*	0.96	6	4	-8	-11	1
Cc1cccc(NC(=O)Cn2nc(-c3cccs3)ccc2=O)c1C	5	4	-8	0.94	-4	6	8	16	0.95
COc1ccc(CC(=O)Nc2ccc(F)c(F)c2F)cc1S(=O)(=O)N1CCOCC1	6	0	-9	0.95	0	5	-8	13	0.94
CCCCCCC(C)n1[nH]c(=O)c2c(C)cc(=O)[nH]c21 (centres undefined)	10	-18	12	1.1	5	-12	16	6	0.9
COc1ccc(OCC(=O)Nc2ccc(N3CCN(Cc4ccccc4F)CC3)cc2)cc1	-2	7	-12	0.95	-1	5	-9	0	1
COc1ccc(OC)c(S(=O)(=O)NCC(c2ccco2)N2CCc3ccccc3C2)c1 (centres undefined)	8	18	27	0.96	22	4	-7	11	0.92
COc1cc2nc(C3CCC3)n(NC(=O)c3ccco3)c(=O)c2cc1OC	0	10	6	1	-21	0	-8	-1	1

4 entries from above, with two lines to a compound.
The line under a structure holds: hIAP block | TIM10 inh | tim10-1 inh | mIAP act | Apaf-1 inh | mIAP block | ATG4B inhibitor | NLRP3 yeast inh | hIAP activ
- CCOCCn1c(SC)nc2c1c(=O)[nH]c(=O)n2C
→ -13 | 5 | -5 | 0.9 | -8 | 10 | 2 | 3 | 1.1
- CN1CCc2nc(SCc3ccc(C(C)(C)C)cc3)c(C#N)cc2C1
→ -34 | 18 | 15 | 0.85 | 13 | 15 | 1 | 8 | 1.3
- Cn1cc(CCNC(=O)CC2C(=O)NCCN2CC(c2ccccc2)c2ccccc2)cn1 (centres undefined)
→ -4 | 16 | 25 | 1 | -4 | -1 | -8 | -4 | 1
- CCN1CCN(C(=S)Nc2ccc3nc4n(c(=O)c3c2)CCCCC4)CC1
→ -19 | 14 | 30 | 1 | 2 | -3 | -18 | 4 | 1.2

The results go on:
Structure	hIAP block	TIM10 inh	tim10-1 inh	mIAP act	Apaf-1 inh	mIAP block	ATG4B inhibitor	NLRP3 yeast inh	hIAP activ
CCOC(=O)c1c(S(=O)(=O)NCC(=O)Nc2cc(C)ccn2)c(C)n(C)c1C	-31	10	5	1	-4	-3	1	21	1.3
COc1ccc(N2CCN(c3ccnc4cc(Cl)ccc34)CC2)cc1	1	16	16	1	28	-4	-16	30	0.99
CCc1nc(N)c(C#N)c(-c2ccccc2OC)c1C	17	-4	7	0.94	-6	6	1	-12	0.83
COC(=O)C1C(c2ccc(OC)cc2)Nc2nnc(C(F)(F)F)n2C1(C)O (centres undefined)	1	-8	20	1	-7	0	-9	-10	0.99
CC1CC(C)CN(c2cc3c(cc2[N+](=O)[O-])C(=O)N(c2ccccc2)C3=O)C1 (centres undefined)	-4	-32	-12	1.1	17	-8	-3	0	1
O=C(O)C1(c2ccccc2)CCN(S(=O)(=O)c2ccccc2)CC1	18	1	-9	0.99	-5	1	4	16	0.82
O=C(Nc1nc2ccccc2n1CCN1CCCCC1)C1CCCCC1	-7	13	14	1.1	10	-8	4	15	1.1
CCn1c(SCC(=O)NC2CCCCC2)nnc1-c1cccnc1	-13	-1	2	1	-10	-1	8	-2	1.1
Cc1ccc(S(=O)(=O)NCC(=O)Nc2ccc3c(c2)OCO3)cc1	5	-11	-6	1	-1	-2	-8	-1	0.95
CC(C)(C)c1ccc(-c2ncccc2O)cc1	5	11	31	0.97	5	3	-2	11	0.95
CC(C)(C)OC(=O)N1CCC(C(=O)Nc2ccc(C(=O)N3CCOCC3)cc2)CC1	4	-10	-7	1.1	10	-9	1	13	0.96
Cc1ccc(S(=O)(=O)Nc2ccc(NC(=O)CN3CCCCC3)cc2)cc1	3	-7	4	1	-4	-3	-15	1	0.97
O=C(NCCc1ccccc1)c1cnc2sccn2c1=O	28	-15	16	1	2	-3	-8	32	0.72
Cc1cc(NC(=O)Nc2ccc(Cl)cc2)n(C)n1	8	0	11	1.1	-3	-12	-4	0	0.92
CCc1ccc(CNCc2ccc(F)cc2)cc1	5	-33	-16	0.98	0	2	-3	22	0.95
Cc1nn(C)cc1/C=N\NC(=O)c1ccc2c(c1)c(C)c(C)n2Cc1ccccc1	-20	16	30	2.3*	23	-130	-10	21	1.2
O=C(CSc1ccc(-c2ccncc2)nn1)N1CCN(c2ccccc2)CC1	3	-5	6	1	6	-2	5	-5	0.97
CC1CCC(NS(=O)(=O)c2ccc3c(c2)n(C)c(=O)c(=O)n3C)CC1 (centres undefined)	8	2	5	1	-5	-3	-10	18	0.92
Cc1ccccc1OCC(=O)OCC(=O)NCc1cccs1	15	-8	10	0.99	3	1	1	7	0.85
C/C(=N\NC1=N[C@H]2CS(=O)(=O)C[C@H]2S1)c1ccccc1	7	9	25	0.98	-10	2	-3	26	0.93
COc1ccc(OC)c(NC(=O)CCNC(=O)Cn2cnc3ccccc3c2=O)c1	15	-2	-5	0.93	-6	7	-10	4	0.85
N#Cc1c(-c2ccccc2)ccnc1N1CCOCC1	0	7	8	1	-4	-2	7	-2	1
O=C1[C@@H]2[C@H](C(=O)N1Cc1ccco1)[C@H]1C=C[C@@H]2C1	7	-17	4	0.95	-4	5	5	6	0.93
Cc1ccc(C)c(S(=O)(=O)NCC(c2ccc3c(c2)OCO3)N2CCOCC2)c1 (centres undefined)	10	11	13	1	8	-2	-2	6	0.9
Cc1ccc(C(=O)NC(=S)NCc2cccnc2)c(C)c1	-3	-3	14	1.1	12	-13	6	20	1
Cc1ccc(-c2nnc3ccc(SCC(=O)Nc4cc(C)on4)nn23)cc1	9	8	16	0.99	-7	1	-6	15	0.91
CCCCS(=O)(=O)N1CCC(C(=O)Oc2ccccc2OC)CC1	6	5	0	1.1	15	-9	0	13	0.94
Cc1cc(Cl)ccc1OCCCC(=O)N1CCN(C(=O)c2ccco2)CC1	15	32	26	0.95	22	5	-11	9	0.85
O=C(OCC(=O)c1ccc(Cl)s1)c1ccccn1	26	2	-13	0.87	0	13	-2	8	0.73
O=C(CCCn1c(SCC(=O)NCC2CCCO2)nc2ccccc2c1=O)NCc1ccccc1 (centres undefined)	-6	14	9	1	3	-4	-4	9	1.1

High-throughput results (PubChem)
